# From PubChem BioAssay
# Kir21 block – inhibitors of mouse Kir2.1 inward-rectifier potassium channel. P35561. HEK293-Kir2.1, FluxOR thallium flux fluorescence; stronger effect = lower value. B-score at 10 µM. 0.85% of 310,000 active. AID 1672;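 active = fluorescence ratio B-score at or below minus 3 SD of library scores, with starting-brightness B-score within 2 SD, cut at about -4.2 in these data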;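 note: channel flux triggered by added potassium and thallium sulfate stimulus; B-score of peak minus minimum fluorescence over baseline after thallium stimulus; more negative B-score means stronger Kir2.1 block with less thallium influx; some compounds called inactive have numbers as strong as hits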
# Target sequence (P35561 whole entry, looked up): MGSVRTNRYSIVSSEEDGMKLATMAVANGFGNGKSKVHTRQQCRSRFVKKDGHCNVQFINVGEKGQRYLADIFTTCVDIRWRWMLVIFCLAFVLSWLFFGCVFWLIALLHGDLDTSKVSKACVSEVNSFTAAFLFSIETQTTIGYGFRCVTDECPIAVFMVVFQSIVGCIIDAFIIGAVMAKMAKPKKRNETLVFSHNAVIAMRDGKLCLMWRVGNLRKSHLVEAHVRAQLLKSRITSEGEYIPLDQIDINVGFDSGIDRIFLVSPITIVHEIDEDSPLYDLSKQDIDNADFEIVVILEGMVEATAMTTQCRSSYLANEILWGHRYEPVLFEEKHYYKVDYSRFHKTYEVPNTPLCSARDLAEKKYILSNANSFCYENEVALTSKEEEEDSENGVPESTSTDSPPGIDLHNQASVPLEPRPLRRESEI
# CHT inh – inhibits the human high affinity choline transporter; B-score at 10 µM; CHT-expressing cells, membrane potential dye, choline response; stronger effect = lower value; 0.86% of 310,000 active; AID 488975; Q9GZV3;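 active = B-score over 3 SD under the library average, and starting fluorescence ratio not unusually high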;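 note: choline stimulus applied at its EC90 after an EC20 pre-addition; B-score computed on integrated fluorescence ratio after choline addition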
# Target sequence (Q9GZV3 whole entry, looked up): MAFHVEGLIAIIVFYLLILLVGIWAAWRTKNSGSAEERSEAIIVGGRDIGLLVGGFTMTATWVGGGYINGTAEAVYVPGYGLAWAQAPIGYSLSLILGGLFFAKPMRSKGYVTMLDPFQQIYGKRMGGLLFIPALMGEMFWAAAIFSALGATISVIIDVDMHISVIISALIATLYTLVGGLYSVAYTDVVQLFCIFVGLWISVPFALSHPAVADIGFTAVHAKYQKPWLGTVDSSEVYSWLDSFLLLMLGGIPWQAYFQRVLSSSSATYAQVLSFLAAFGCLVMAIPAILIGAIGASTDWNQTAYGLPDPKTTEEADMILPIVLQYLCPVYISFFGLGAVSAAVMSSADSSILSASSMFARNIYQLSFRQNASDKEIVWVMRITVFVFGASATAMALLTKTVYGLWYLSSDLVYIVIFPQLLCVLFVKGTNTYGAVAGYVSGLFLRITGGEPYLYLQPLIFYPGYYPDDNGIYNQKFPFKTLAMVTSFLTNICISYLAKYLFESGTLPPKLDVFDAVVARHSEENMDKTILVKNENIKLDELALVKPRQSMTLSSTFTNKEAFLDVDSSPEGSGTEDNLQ
# The depositor's hits bear a star; i = inactive; . = not tested or not shown. Compounds were not picked by outcome; about 1.6% have a hit in one of these screens.
SMILES,Kir21 block,CHT inh
CCOc1ccc(NC(=S)NC(=O)/C=C/c2ccc(Br)cc2)c([N+](=O)[O-])c1,1.57,i
CC(=O)NC1C(=O)N=C(SCc2ccccc2)NC1=O (stereo unspecified),-0.14,i
O=C(Nc1ccccc1F)c1ccc(Br)o1,0.42,i
CC(=O)Nc1ccc(S(=O)(=O)N[C@@H](C)C(=O)Nc2ccc(N3CCOCC3)cc2)cc1,-2.15,i
COc1ccc(CCNC(=O)C2CC(=O)N(c3ccc(F)cc3)C2)cc1OC (stereo unspecified),3.14,i
CCOC(=O)NC(=O)c1cn(-c2ccc(OC)cc2)c(=O)[nH]c1=O,0.06,i
CCCS(=O)(=O)N1CCCC(C(=O)c2cccc(Cl)c2)C1 (stereo unspecified),-2.23,i
O=S(=O)(CCc1ccncc1)c1ccc(Cl)cc1,0.89,i
O=C(CCC1CCCCC1)Nc1ccc(S(=O)(=O)Nc2nccs2)cc1,1.35,i
O=C(COC(=O)c1cc[n+]([O-])cc1)Nc1cccc(Cl)c1Cl,-0.26,i
CN(C)S(=O)(=O)c1ccc(C(=O)Oc2ccccc2)cc1,-0.27,i
CCn1cc(C(=O)N2CC(C)CC(C)C2)c(=O)c2cc(S(=O)(=O)N3CCCC3)ccc21 (stereo unspecified),0.03,i
O=C(CN1CCN(Cc2ccccc2)CC1)NCc1ccc(Cl)cc1,0.06,i
C/C(=N\Nc1ccccc1C(=O)O)c1ccncc1,0.13,i
CCCN(C(=O)c1ccc2c(SCC(=O)O)c3c(nc2c1)CCC3)c1cccc(C)c1,-0.43,i
CCc1cccc(NC(=O)c2cccc3c2C(=O)N(CC2CCCO2)C3)c1 (stereo unspecified),0.52,i
O=C(Nc1nnc(C2CC2)o1)c1ccc(S(=O)(=O)N2CCc3ccccc3C2)cc1,0.88,i
O=C(O)c1cccc2c1C(=O)N(C1CCCC1)C2,1.79,i
Cc1ccc(-n2c(SCC(N)=O)nnc2-c2cnccn2)cc1,0.65,i
Cc1ccc(-c2cc(C(F)(F)F)n3nc(C(=O)NCCCn4ccnc4)cc3n2)cc1C,0.97,i
CCOC(=O)CSC1=C(C#N)C(c2sccc2C)C(C(C)=O)=C(C)N1 (stereo unspecified),-0.07,i
CCOc1cc(C2Nc3ccccc3NC3=C2C(=O)CC(C)(C)C3)ccc1O (stereo unspecified),-0.33,i
Cc1ccccc1NC(=O)C(NC1CCCCC1)C(C)C (stereo unspecified),-0.16,i
CCC(=O)Nc1nnc(SCC(=O)NC2CCCC2)s1,1.47,i
CC(=O)c1ccc(OCCCC(=O)Nc2cc(Cl)ccc2-n2cncn2)cc1,-0.81,i
Fc1ccccc1NC(=S)N1CCN(c2ccccn2)CC1,2.7,i
CC1CCc2nn(CC(=O)NCCN3CCOCC3)cc2C1 (stereo unspecified),2.34,i
Cc1ccc(-n2c(C)cc(C(=O)OCC(=O)N(CC(C)C)C3CCS(=O)(=O)C3)c2C)cc1 (stereo unspecified),2.56,i
O=C1NC(c2ccc(F)cc2)Oc2ccccc21 (stereo unspecified),-0.05,i
O=C(CN1C(=O)c2ccccc2S1(=O)=O)c1ccc(O)c(O)c1,-1.47,i
O=C(NCC1CCCCC1)c1ccc(Cl)nc1,-0.02,i
COc1cc(/C=N/O)ccc1OCc1ccc(Cl)cc1,-0.47,i
N#C/C(=C\c1cn(CCOc2ccccc2F)c2ccccc12)C(=O)NCc1cccs1,-1.04,i
CC(NC(=O)Cc1ccccc1)C(c1ccccc1)N1CCOCC1 (stereo unspecified),-0.92,i
CC(C)(C)NC(=O)C(c1ccccn1)N(C(=O)C1CSC(=O)C1)c1cccc(F)c1 (stereo unspecified),0.56,i
Cc1ccccc1-c1noc(CCC(=O)NCCc2ccccc2)n1,0.61,i
COc1ccccc1CC(=O)Nc1ccc2[nH]ncc2c1,3.42,i
COCCCN1C(=O)c2ccc(C(=O)OCC(=O)NCCc3ccccc3)cc2C1=O,1.88,i
CCSc1nc2c(cnn2-c2ccc(C)cc2)c(=O)[nH]1,0.26,i
O=C1NCC2=C1C(c1ccc(Br)cc1)Nc1ccccc1N2 (stereo unspecified),-1.34,i
Cc1ccc2nc(-c3ccccc3)cc(C(=O)N3CCN(c4ccccc4O)CC3)c2c1,1.69,i
O=C(CSc1ccc2nnc(-c3ccncc3)n2n1)NCc1ccco1,2.81,i
Cn1nc(C(=O)OCC(=O)Nc2ccc(S(N)(=O)=O)cc2)c2ccccc2c1=O,0.49,i
Cc1ccc(S(=O)(=O)N2CCCC(C(=O)NCC3CCCO3)C2)cc1 (stereo unspecified),1,i
COc1ccc(-n2cc(-c3ccccc3)c3c(N4CC(C)OC(C)C4)ncnc32)cc1 (stereo unspecified),-1.33,i
Cc1ccc(C)c(NC(=O)C2CCCN(c3cnccn3)C2)c1 (stereo unspecified),0.56,i
Cc1c(N/C(=N/S(=O)(=O)c2ccc(Cl)cc2)c2ccccc2)c(=O)n(-c2ccccc2)n1C,-1.64,i
O=C(CN(C(=O)C1CSC(=O)C1)c1cccc(F)c1)NCc1ccc2c(c1)OCO2 (stereo unspecified),0.02,i
CCCC(c1nnnn1CCc1ccccc1)N1CCN(C2CCCC2)CC1 (stereo unspecified),.,i
Cc1ccc(S(=O)(=O)CCC(=O)NCc2ccccc2Cl)cc1,-0.92,i

# Among those listed so far, these have bromine.
SMILES,Kir21 block,CHT inh
CCOc1ccc(NC(=S)NC(=O)/C=C/c2ccc(Br)cc2)c([N+](=O)[O-])c1,1.57,i
O=C(Nc1ccccc1F)c1ccc(Br)o1,0.42,i
O=C1NCC2=C1C(c1ccc(Br)cc1)Nc1ccccc1N2 (stereo unspecified),-1.34,i

# The list goes on.
SMILES,Kir21 block,CHT inh
CN1CCN(c2nc(-c3ccccc3)nc(-c3ccccc3)c2C#N)CC1,-0.45,i
CC(C)NC(=O)c1ccc(-c2ccccc2C(F)(F)F)o1,2.27,i
O=C(NN1C(=O)C2C3CCC(O3)C2C1=O)c1ccco1 (stereo unspecified),1.99,i
CCOC(=O)CC1CCCCN1Cc1cn[nH]c1-c1ccc(F)cc1F (stereo unspecified),-1.46,i
COc1cccc(/C=N/NC(=O)CC(C)O)c1OC/C=C/c1ccccc1 (stereo unspecified),1.05,i
Cc1cc2nc(SCC(=O)Nc3nonc3C)c3c(c2cc1C)CCCC3,0.37,i
COc1ccccc1C(=O)N1CCCC(c2nc(-c3cc(OC)c(OC)c(OC)c3)no2)C1 (stereo unspecified),0.73,i
COc1cc(OC)cc(C(=O)N2CCC(C(=O)N3CCOCC3)CC2)c1,-0.06,i
CC(=O)c1cccc(-n2nnnc2SCC(=O)N2CCCC2)c1,-0.7,i
COC1CCN(Cc2c(C(=O)N3CCN(C4CCCCC4)CC3)nc3ccccn23)CC1,-0.29,i
Cc1ccc(-n2nnnc2-c2cccs2)cc1[N+](=O)[O-],0.03,i
O=C(NNC(=O)C1CCCO1)c1ccccc1Cl (stereo unspecified),-2.12,i
C=CCNC(=S)Nc1sc2c(c1C(=O)OCC)CC(C)(CC)OC2 (stereo unspecified),0.56,i
Cc1ccsc1C(=O)N1CCCC(N(C)Cc2ccccc2)C1 (stereo unspecified),-1.54,i
O=C1CCCc2sc3c(c2N1)CCCCC3,-0.14,i
CCOC(=O)C1=C(COC(=O)CNC(=O)c2ccc(Cl)cc2Cl)NC(=O)NC1C (stereo unspecified),0.07,i
CS(=O)(=O)N(Cc1ccco1)Cc1ccccc1Cl,-2.62,i
COCc1nnc(NC(=O)CCS(=O)(=O)c2ccccc2)s1,0.01,i
COc1cc(OC)cc(OCC(O)Cn2cnc(-c3ccccc3)c2)c1 (stereo unspecified),0.02,i
CS(=O)(=O)N1CCC(Oc2ccccc2C(=O)N2CCNC(=O)C2)CC1,0.03,i
COC(=O)c1ccccc1N1C(=O)C2C(C1=O)C1C=CC2C12CC2 (stereo unspecified),0.68,i
CCOc1ccc(C2C(C#N)=C(N)Oc3cc(C)n(CCN(C)C)c(=O)c32)cc1OCC (stereo unspecified),0.89,i
COc1ccc(NC(=O)CCn2nnc(-c3ccc(C)cc3)n2)cc1OC,0.78,i
COc1ccccc1CCNC(=O)Cn1ccc2cc(S(=O)(=O)N3CCC(C)CC3)ccc21,1.53,i
Cc1cc(Cl)nc(-n2nc(C)cc2C)n1,0.96,i
CCCOC(=O)COC(=O)c1ccccc1NC(=O)c1ccccc1,-0.51,i
CC(C)(O)[C@H](O)COc1c2ccoc2cc2oc(=O)ccc12,0.53,i
O=C1CNC(=O)N1Cc1ccc(Br)cc1,2.31,i
CCCNC(=O)C1CCCN(S(=O)(=O)c2ccc3c(c2)CC(C)N3C(=O)C2CC2)C1 (stereo unspecified),-0.57,i
COc1ccc2nccnc2c1[N+](=O)[O-],0.71,i

# Next section; the last 5 above are carried over.
SMILES,Kir21 block,CHT inh
CCCOC(=O)COC(=O)c1ccccc1NC(=O)c1ccccc1,-0.51,i
CC(C)(O)[C@H](O)COc1c2ccoc2cc2oc(=O)ccc12,0.53,i
O=C1CNC(=O)N1Cc1ccc(Br)cc1,2.31,i
CCCNC(=O)C1CCCN(S(=O)(=O)c2ccc3c(c2)CC(C)N3C(=O)C2CC2)C1 (stereo unspecified),-0.57,i
COc1ccc2nccnc2c1[N+](=O)[O-],0.71,i
O=C(NCc1ccco1)/C(=C/c1ccc(Br)cc1)NC(=O)c1ccco1,1.05,i
CCN(CC)S(=O)(=O)c1cccc(C(=O)Nc2ccc3c(c2)OCO3)c1,0.61,i
Cc1cc2oc3cc(NCCC4CCCN4C)ccc3c(=O)c2cc1C (stereo unspecified),-0.78,i
COc1ccc(/C=N/NC(=O)CCc2n[nH]c(=O)[nH]c2=O)cc1OC,-1.2,i
CCOC(=O)c1cnn2c(N)c(C#N)nnc12,0.48,i
COc1ccccc1C(=O)NCCC(=O)NN1C(=O)NC2(CCCCC2)C1=O,-0.2,i
O=C(NCCCc1nc2ccccc2[nH]1)c1cccs1,1.67,i
O=C(NCCCN1CCN(c2ccccc2F)CC1)C1CCN(S(=O)(=O)c2cccs2)CC1,0.45,i
O=c1c2c(O)cc(O)cc2oc2ccc(O)c(O[C@@H]3O[C@H](CO)[C@@H](O)[C@H](O)[C@H]3O[C@H]3O[C@H](CO)[C@@H](O)[C@H](O)[C@H]3O)c12,.,i
Cc1csc2nc(O)c(C(=O)NCC3CCCO3)c(=O)n12 (stereo unspecified),-0.24,i
O=C(NCCCn1ccnc1)c1cc2cc([N+](=O)[O-])ccc2oc1=O,-0.03,i
CCc1ccc(C(=O)NNC(=O)CCc2nc3ccccc3c(=O)[nH]2)cc1,-0.13,i
CCCCCn1c(SCC#N)nc2cc(C(=O)NCC3CCCO3)ccc2c1=O (stereo unspecified),3.8,i
COc1cccc(OCc2cc(C(=O)N3CCN(c4ccccc4OC)CC3)no2)c1,-0.41,i
O=C(NC(=S)NNC(=O)c1ccccc1O)c1cccc([N+](=O)[O-])c1,0.72,i
CCOC(=O)C1=C(C)NC(=O)NC1c1cc(Br)c(O)c(OC)c1 (stereo unspecified),-0.03,i
O=C(Cc1ccccc1)NCCS(=O)c1ccc(Cl)cc1 (stereo unspecified),-0.16,i
O=C(NCc1ccc2c(c1)OCO2)c1nnc(Cc2ccc(F)cc2)o1,-0.03,i
CC(=O)c1oc2ccccc2c1NC(=O)CCCN1C(=O)c2ccccc2C1=O,0.14,i
CCn1c(O)c(/C=N/N=C/c2ccccc2)c2ccc(C3=NNC(=O)CC3)cc21,-0.16,i

# Whole records, looked up by structure.
# `COc1cc(OC)cc(OCC(O)Cn2cnc(-c3ccccc3)c2)c1` (stereo unspecified) is entered as Kir21 block = 0.02; CHT inh = i
# `CCOC(=O)NC(=O)c1cn(-c2ccc(OC)cc2)c(=O)[nH]c1=O` is entered as Kir21 block = 0.06; CHT inh = i

# Carrying on.
SMILES,Kir21 block,CHT inh
CNC(=S)N(CCc1c(C)[nH]c2ccccc12)Cc1ccco1,-0.83,i
O=C(c1ccc([N+](=O)[O-])cc1)N1CCSC1c1ccccc1Cl (stereo unspecified),0.54,i
O=C(CSc1nnc(COc2cccc3cccnc23)o1)N1CCN(C(=O)c2ccco2)CC1,0.42,i
CC1(C)Cc2c(cnn2-c2ccccc2)C(NC(=O)CCCN2CCCCC2=O)C1 (stereo unspecified),-1.3,i
CCN(CC)CCOc1ccccc1C(C)=O,0.03,i
CC1CCN(C(=O)Cn2c3ccc(F)cc3c3nc4n(c(=O)c32)CCCS4)CC1,0.81,i
Cc1ccc(C(=O)N2CC(=O)Nc3ccc(F)cc3C2c2ccccc2)cc1[N+](=O)[O-] (stereo unspecified),-0.87,i
Nc1cc(Oc2ccc(Cl)cc2Cl)nc(N)n1,0.77,i
CCN1CCN(c2nc3c(C)cccn3c(=O)c2/C=C(\C#N)C(=O)NC)CC1,0.26,i
CC(C(N)=O)N1C(=O)c2cccc3cccc1c23 (stereo unspecified),0.6,i
Cc1ccc(N(CC(=O)Nc2ccc3c(c2)OCCO3)S(C)(=O)=O)cc1,0.43,i
COc1ccc(CCN2CC(C(=O)NCc3c(C)n[nH]c3C)CCC2=O)cc1 (stereo unspecified),1.89,i
CCOC(=O)c1c(NC(=O)c2ccoc2C)sc(C)c1C,0,i
CC(C)c1ccc(NC(=O)C(c2ccccc2)N2CCOCC2)cc1 (stereo unspecified),-0.1,i
COc1ccc([N+](=O)[O-])cc1NC(=O)C(C)OC(=O)c1ccccc1C(=O)c1ccc(Cl)cc1 (stereo unspecified),-1.76,i
